SENP8 block-1: blocks human SENP8 cleavage of Nedd8 substrate; Q96LD8; recombinant SENP8, Nedd8 substrate fluorescence; inhibition, % at 20 µM; hit rate 0.64% among 360,000; AID 602440; in the data active = inhibition mostly above about 40%, no sharp cut-off; inactive = mostly below about 27%
Target sequence (Q96LD8 whole entry, looked up): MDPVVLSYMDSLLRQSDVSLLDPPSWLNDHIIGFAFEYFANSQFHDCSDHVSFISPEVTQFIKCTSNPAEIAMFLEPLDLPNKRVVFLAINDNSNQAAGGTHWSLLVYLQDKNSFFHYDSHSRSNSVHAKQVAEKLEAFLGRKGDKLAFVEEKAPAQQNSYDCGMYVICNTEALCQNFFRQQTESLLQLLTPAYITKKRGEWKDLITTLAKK
HKDC1 inhibitor: inhibitors of human hexokinase HKDC1 | Q2TB90 | recombinant HKDC1, G6PDH/diaphorase resazurin coupled fluorescence | inhibition, % at 20 µM | hit rate 0.16% among 340,000 | AID 493160;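 active = inhibition above about 35% when tested at 20 µM, limit read from the data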;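 note: plate controls were DMSO wells with enzyme for no effect and DMSO wells lacking enzyme for full effect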
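Assay system: recombinant HKDC1 hexokinase; detection: coupled resazurin fluorescence, excitation 525 nm, emission 613 nm; benchmarks: DMSO-plus-enzyme-mix negative control, buffer-substituted positive control; compound dosing: single 20 µM dose; schedule: 90 min at room temperature in dark; also added: glucose plus 1 mM ATP as hexokinase substrates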
SENP7 inh: inhibitors of human SENP7 protease. Q9BQF6. recombinant SENP7, Z-RLRGG-aminoluciferin luminescence, 40 min. inhibition, % at 5 µM. hit rate 1.5% among 330,000;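 active = inhibition above about 50% at the single test dose, limit read from the data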;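 note: plate controls were DMSO with enzyme for no effect and no enzyme buffer wells for full effect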
Apaf1 inhib: blocks human Apaf-1 apoptosome activity | reconstituted apoptosome caspase-3 activity, DEVD-Rh110 fluorescence | hit rate 0.71% among 330,000 | O14727 | inhibition, % at 20 µM; active = inhibition of at least 40% at 20 µM;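 note: plate controls were DMSO wells for no effect and DEVD-CHO caspase inhibitor wells for full effect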
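Material: cell-free apoptosome with Apaf-1, procaspase-3 and caspase-9; Buffer or medium: Hepes pH 7.5 with detergent and BSA; Reagent: cytochrome c trigger plus (Z-DEVD)2-Rh110 caspase-3 substrate; Times: compound with Apaf-1, dATP, procaspase-3 30 min, then 50 min reaction, room temperature; Technique: Rh110 fluorescence intensity.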
SENP6 block: inhibitors of human SENP6 protease | AID 2599 | inhibition, % at 10 µM | Q9GZR1 | hit rate 1.8% among 330,000 | Recombinant SENP6 catalytic domain, aminoluciferin luminescence;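 active = inhibition above about 50% at the single tested dose, limit read from the data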;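 note: plate controls were DMSO wells with enzyme for no effect and DMSO wells lacking enzyme for full effect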
Target sequence (Q9GZR1 628-1112 limits assumed): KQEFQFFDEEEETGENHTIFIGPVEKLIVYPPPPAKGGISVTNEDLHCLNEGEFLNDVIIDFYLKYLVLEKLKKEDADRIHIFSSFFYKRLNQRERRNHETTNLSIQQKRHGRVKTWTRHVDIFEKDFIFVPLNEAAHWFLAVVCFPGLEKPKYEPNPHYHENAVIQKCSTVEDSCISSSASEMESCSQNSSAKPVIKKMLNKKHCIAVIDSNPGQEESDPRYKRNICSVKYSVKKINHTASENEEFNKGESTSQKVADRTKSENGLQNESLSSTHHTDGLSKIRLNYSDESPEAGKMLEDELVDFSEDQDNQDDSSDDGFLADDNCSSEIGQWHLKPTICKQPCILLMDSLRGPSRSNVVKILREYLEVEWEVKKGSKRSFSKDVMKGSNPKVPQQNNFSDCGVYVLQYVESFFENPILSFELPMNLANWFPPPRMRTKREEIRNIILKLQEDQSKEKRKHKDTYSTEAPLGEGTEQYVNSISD
SENP1 inh: SENP1 (human) catalytic domain inhibition. recombinant SENP1 catalytic domain, CyPet-SUMO1-YPet FRET cleavage. inhibition, % at 10 µM. hit rate 0.21% among 360,000. Q9P0U3;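 active = inhibition at least 30% at 10 µM, raw YFP signal under a set limit, fluorescence ratio 0.5 to 1.5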;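 note: 0% = enzyme with DMSO and 100% = no enzyme wells; some results filed as inactive read as strong as hits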
Target sequence (Q9P0U3 419-644 limits assumed): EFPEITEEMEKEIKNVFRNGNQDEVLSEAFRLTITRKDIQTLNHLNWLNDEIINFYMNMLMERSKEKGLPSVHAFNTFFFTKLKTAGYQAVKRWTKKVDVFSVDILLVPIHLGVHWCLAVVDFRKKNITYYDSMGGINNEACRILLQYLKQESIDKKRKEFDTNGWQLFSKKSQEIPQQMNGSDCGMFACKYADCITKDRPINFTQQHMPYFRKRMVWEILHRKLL
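Assay system – human recombinant His6-tagged SENP1 catalytic domain enzyme · Input – SENP1 enzyme, 20 pM final · Buffer or medium – Tris pH 8 buffer plus EDTA, NaCl, BME, BSA, NP40, catalase · Schedule – 50 min reaction at room temperature · Technique – FRET read of cyan and yellow fluorescence · Control set – no-enzyme wells low, DMSO-plus-enzyme wells high control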
PfG6PD inh: PfG6PD (Plasmodium falciparum) enzyme inhibition | inhibition, % at 20 µM | PfGluPho enzyme, NADPH resazurin-diaphorase fluorescence | AID 504690 | hit rate 0.78% among 350,000;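 active = inhibition reaching at least a set limit at 20 µM in the primary screen, cut at about 59% in these data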;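 note: 0% = DMSO wells with substrate and 100% = DMSO wells lacking glucose-6-phosphate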
SENP8 block-2: blocks the human protease SENP8; Q96LD8; purified SENP8, Z-RLRGG-aminoluciferin cleavage, luminescence; inhibition, % at 10 µM; hit rate 1.2% among 330,000; AID 2540; in the data active = inhibition above about 50%
* marks the source's active call; other numbers are inactive results; x = not tested or not shown; & = joins results of further samples. Random draw from the library; about 3.6% have a hit in one of these screens.

Sequence of screens: SENP8 block-1, HKDC1 inhibitor, SENP7 inh, Apaf1 inhib, SENP6 block, SENP1 inh, PfG6PD inh, SENP8 block-2
#1 COC(=O)[C@H](C)[C@H]1C[C@]1(C)[C@H](NC(=O)OCc1ccccc1)c1ccccc1
  25, -2, -6, 12, -9, 1, 10, -1
#2 COCCNC(=S)N/N=C(\C)c1ccccc1OC
  -2, -15, -3, 0, -6, 2, 5, -13
#3 O=C(Nc1ccc(Br)cc1)C1OCCc2ccccc21 (stereo not drawn)
  24, -2, -5, -5, -12, 1, 14, -9
#4 Cc1ccc(NC(=O)c2cc(N3CCOCC3)nc3ccccc23)cc1
  -306, 3, -8, 18, -9, -36, 3, -9
#5 COc1ccc(C(C)=O)cc1CSc1nnc(-c2ccncc2)o1
  -12, -2, -13, 14, 1, -116, -6, -13
#6 NC(=O)CC(NC(=O)c1ccccc1)c1ccc(NCc2ccc(F)cc2)c([N+](=O)[O-])c1 (stereo not drawn)
  27, -1, -9, 27, 2, 3, -2, 1
#7 CC(C)CN(C(=O)c1cc(Cl)nc2ccccc12)c1c(N)n(Cc2ccccc2)c(=O)[nH]c1=O
  -19, 3, 1, 6, -16, -5, -6, -7
#8 O=C(OCCN1C(=O)c2ccccc2C1=O)Oc1ccccc1
  -11, -5, -7, -5, -4, 0, -6, -12
#9 CCCc1cc(=O)[nH]c(SCC(=O)CSc2nc(CCC)cc(=O)[nH]2)n1
  32, 6, 7, 13, 5, 0, -6, 5
#10 C#CCOCCOCCOCCNc1nc(N2CCN(C(=O)[C@H](CCCCN)n3cc(CC(C)O)nn3)CC2)nc(N2CCN(C(=O)[C@H](CCCCN)n3cc(CC(C)O)nn3)CC2)n1 (stereo partly drawn)
  16, -2, 6, 13, 3, 0, 16, 4
#11 C[C@H](CO)N1C[C@H](C)[C@@H](CN(C)Cc2ccc(C(=O)O)cc2)Oc2ccc(NS(=O)(=O)c3cn(C)cn3)cc2C1=O
  -11, -8, 0, -1, 10, 4, -10, 0
#12 CCC(CO)n1cnnc1-c1ccncc1 (stereo not drawn)
  22, 0, -10, 1, -19, -1, -7, -5
#13 COC(=O)c1ccccc1NC(=O)CCNC(=O)Cn1cnc2ccccc2c1=O
  -2, -4, 0, -5, -10, 3, 12, 4
#14 CC(=O)c1ccc(NC(=O)C(C)OC(=O)c2ccc(Br)o2)cc1 (stereo not drawn)
  17, 0, 10, 7, 9, 5, -5, 3
#15 CCN(CC)S(=O)(=O)c1ccc(N2CCOCC2)c(NC(=O)c2ccc(F)cc2)c1
  7, -11, 4, 3, -6, 1, 12, -4
#16 Cc1ccc(S(=O)(=O)N2CCN(C(=O)COC(=O)c3oc4ccccc4c3C)CC2)cc1
  7, -1, -3, 12, -6, 1, -2, -7
#17 O=C(CN1CCN(c2ccccn2)CC1)Nc1ccccc1
  8, -5, -7, -9, -15, 1, 1, 3
#18 O=C(c1ccccc1)c1ccc(OCC(O)CNCc2cccc(Cl)c2)cc1 (stereo not drawn)
  18, 3, x, x, x, 0, 1, x
#19 C=CCOCC(O)Cn1c(N2CCCC2)nc2c1c(=O)[nH]c(=O)n2C (stereo not drawn)
  -1, -3, 2, -4, 1, -1, -12, -11
#20 COc1ccc(S(=O)(=O)/N=C2/NC(=O)/C(=C\c3ccco3)S2)cc1
  -41, 8, 6, 17, -13, 11, -23, 3
#21 O=C1Oc2ccccc2C(=O)/C1=C\N1CCN(c2ccccc2)CC1
  -2, -4, -7, -1, -9, 0, -4, -21
#22 COc1ccccc1NC(=O)CCN1C(=O)c2ccccc2C1=O
  7, 2, -4, -4, 11, 1, 4, 9
#23 O=C1[C@@H]2Cc3c([nH]c4ccccc34)C(c3ccc(Cl)cc3)N2C(=O)CN1CCO (stereo partly drawn)
  5, 1, 0, -1, -7, -6, 6, 5
#24 COCCN(C(=O)COC(=O)/C=C/c1ccc(OC)c(OC)c1)c1c(N)n(Cc2ccccc2)c(=O)[nH]c1=O
  -398, -5, -11, 10, -6, 1, -3, -8
#25 O=C(CN1C(=O)COc2ccc(Cl)cc21)N1CCc2ccccc21
  15, -11, -1, -2, -4, 0, -8, 5
#26 CC(=O)Nc1ccc(NC(=O)CN2CCN(c3cccc(C(F)(F)F)c3)CC2)cc1
  17, 0, -2, 17, -8, 1, 2, 2
#27 O=C(COC(=O)C1CCC(=O)N1)Nc1ccccc1OC(F)F (stereo not drawn)
  8, -6, 2, 9, -22, 2, 5, -11
#28 CCCCNc1ccc(C(CC(N)=O)NC(=O)c2ccccc2)cc1[N+](=O)[O-] (stereo not drawn)
  32, -4, -1, 12, 2, -1, 5, -4
#29 COc1cccc(NC(=O)CN(C)C(=O)C(CCSC)NC(=O)c2ccco2)c1 (stereo not drawn)
  24, -3, 9, -3, -9, 1, -5, 3
#30 COc1ccccc1CNC(=O)[C@H](CCSC)NC(=O)[C@@H]1Cc2ccccc2CN1
  32, 4, 12, 0, 6, 0, -7, -18

2 neighbouring records from above, quoted:
Sequence of screens: SENP8 block-1, HKDC1 inhibitor, SENP7 inh, Apaf1 inhib, SENP6 block, SENP1 inh, PfG6PD inh, SENP8 block-2
#24 COCCN(C(=O)COC(=O)/C=C/c1ccc(OC)c(OC)c1)c1c(N)n(Cc2ccccc2)c(=O)[nH]c1=O
  -398, -5, -11, 10, -6, 1, -3, -8
#25 O=C(CN1C(=O)COc2ccc(Cl)cc21)N1CCc2ccccc21
  15, -11, -1, -2, -4, 0, -8, 5

Further structures
Sequence of screens: SENP8 block-1, HKDC1 inhibitor, SENP7 inh, Apaf1 inhib, SENP6 block, SENP1 inh, PfG6PD inh, SENP8 block-2
#31 Cn1c(=O)c2c(ncn2CC(=O)Nc2ccc(Cl)cc2Cl)n(C)c1=O
  -25, -3, 7, 8, -1, -1, -4, 3
#32 COc1ccccc1NC(=O)CN(Cc1ccco1)C(=O)c1cc2ccccc2o1
  11, x, 8, 13, -5, -1, x, 3
#33 Cc1cc(C)n2nc(C(=O)OCC(=O)Nc3cc(Cl)ccc3C)nc2n1
  0, -6, -7, 9, -13, 1, -6, -6
#34 CCN(CC)C(=O)C1CCN(S(=O)(=O)c2cccc3nonc23)CC1
  16, 7, -9, 3, -7, 0, 3, 1
#35 COCCCNC(=O)c1ccc2c(c1)CCN2S(C)(=O)=O
  12, -9, -3, -19, -10, -1, 2, -4
#36 Cc1cc(C)cc(N=C2SC(CC(=O)Nc3ccccc3)C(=O)N2CCN2CCOCC2)c1 (stereo not drawn)
  3, -2, 3, -4, -5, 3, 20, -1
#37 O=C(CCNC(=O)c1ccc(Cl)cc1)Nc1cccc(S(=O)(=O)N2CCCCCC2)c1
  4, 7, 7, 30, -9, 0, -7, -8
#38 COCCCNc1nc2ccccc2nc1NS(=O)(=O)c1cccc(C)c1
  -276, -8, 4, 3, -23, -10, -26, 1
#39 Cc1cccc2sc(NC(=O)C3CCN(C(=O)c4ccco4)CC3)nc12
  5, 4, -5, 13, -19, 0, -14, -4
#40 CC(C)c1cc(CNC(=O)CCc2nnc(CCCc3ccccc3)o2)on1
  11, -11, -3, -4, 9, 0, 23, -9
#41 O=C(Nc1ccnn1C1CCN(CCCc2ccccc2)CC1)c1ccccc1
  17, 1, -18, 2, 2, -2, -15, -11
#42 CC(C)NC(=O)COc1ccc(Cl)cc1Cl
  6, -11, 7, -12, 7, 3, -6, 4
#43 CCCCCN=Cc1c(C)[nH]n(-c2nc3ccccc3s2)c1=O
  16, -3, 16, 0, 33, 2, 5, 14
#44 Cn1cnc2cc(NCc3ccccc3Cl)ccc21
  -36, 3, 8, 8, 5, 1, 9, 0
#45 COc1ccc2oc(C)c(C(=O)c3ccc(C)cc3)c2c1
  -2, -1, 3, 10, 9, -2, 41, 4
#46 CCn1c(SCC(=O)c2c[nH]c3ccccc23)nc2cc(S(=O)(=O)N3CCOCC3)ccc21
  -8, -3, -6, 5, -13, -17, 35, -5
#47 Cn1nc(CC(=O)NCc2ccc(C(F)(F)F)cc2)c2ccccc2c1=O
  29, 5, -4, 0, -10, 0, -11, 1
#48 CC(C)(C)OC(=O)N[C@H](/C=C/c1ccccc1)C(=O)OC(C)(C)C
  8, 2, 7, 9, -8, -1, 14, -2
#49 COCCCNC(=O)COC(=O)c1ccc(-c2nc3ccccc3s2)s1
  -433, -11, 86*, 2, 86*, -1, -5, 82*
#50 CCN(CC(=O)NC1CCS(=O)(=O)C1)S(=O)(=O)c1ccc(Cl)cc1C(F)(F)F (stereo not drawn)
  1, -2, -5, -5, -7, 0, -12, -10
#51 COc1ccccc1C(=O)NCC(=O)N/N=C/c1cn[nH]c1-c1ccccc1
  5, -2, 5, 4, -9, -1, -15, -1
#52 CCOC(=O)CNC(=O)CSc1nc2cccnc2n1C1CCCCC1
  2, 1, -2, 6, 9, -6, 13, 10
#53 COc1ccc(CCNC(=O)C2CCCN(S(=O)(=O)c3ccc(F)cc3)C2)cc1OC (stereo not drawn)
  2, -1, -14, 0, -15, -1, -18, -3
#54 Cc1ccccc1NC(=S)NC(NC(=O)c1ccccc1C)C(Cl)(Cl)Cl (stereo not drawn)
  6, 0, -10, 23, -9, 1, 4, -3
#55 Cc1cccc(C(=O)N2CCc3cc(-c4csc(NC(=O)CN5CCCC5)n4)ccc32)c1
  15, 9, 0, 21, -13, -3, 2, -5
#56 COc1cc(C(=O)OC(C)CN2CCOCC2)cc(OC)c1OC (stereo not drawn)
  12&7, 4&4, 8&-3, 8&0, -4&13, 5&2, -8&-16, -4&-6
#57 S=C(NCc1ccccc1)Nc1ccc2cn[nH]c2c1
  22, 2, 9, -11, -3, 1, 7, -4
#58 CCCN1C(=O)C(Cc2nc3ccccc3c(=O)n2-c2ccccc2)c2cc(C)ccc21 (stereo not drawn)
  12, -2, -1, 24, -13, 1, -13, -16
#59 Cc1nn(C)cc1S(=O)(=O)N1CCN(Cc2cccc(Cl)c2)CC1
  9, -9, -8, -5, 11, 1, -11, 2
#60 COc1ccc(C(=O)/C=C/Nc2ccccn2)cc1
  -263, -4, 99*, -16, 97*, -22, 23, 95*
#61 CCOC(=O)C[C@H]1c2cc(F)ccc2S(=O)(=O)N1c1ccccc1
  10, -3, 11, 5, -12, 2, 4, -20
#62 CN=C1S/C(=C\c2ccc(O)c(Br)c2)C(=O)N1C
  -10, 5, 100*, 6, 97*, -68, 0, 97*

Reprinted at random: 2 compounds from above, in no set order.
Sequence of screens: SENP8 block-1, HKDC1 inhibitor, SENP7 inh, Apaf1 inhib, SENP6 block, SENP1 inh, PfG6PD inh, SENP8 block-2
#46 CCn1c(SCC(=O)c2c[nH]c3ccccc23)nc2cc(S(=O)(=O)N3CCOCC3)ccc21
  -8, -3, -6, 5, -13, -17, 35, -5
#54 Cc1ccccc1NC(=S)NC(NC(=O)c1ccccc1C)C(Cl)(Cl)Cl (stereo not drawn)
  6, 0, -10, 23, -9, 1, 4, -3
